Thrombin inh: thrombin (human) inhibition; hit rate 0.26% among 220,000; AID 1046; inhibition, % at 5 µM; alpha-thrombin, Boc-VPR-AMC fluorogenic substrate cleavage;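 active = inhibition at or above 40%; inactive = inhibition below 40%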;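 also: 0% = enzyme with no compound and 100% = wells without enzyme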
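System – human alpha-thrombin · Medium – pH 7.5 Tris (50 mM) with NaCl 150 mM, Tween 20 0.05% · Compound – single-point dosing at 5 µM, 0.2% DMSO · Incubation – enzyme reaction carried out at room temperature · Technique – fluorescence of released AMC, ex 355 nm, em 460 nm · Read-out basis – % inhibition of thrombin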
PPC-1+TRAIL kill: PPC-1 cancer cell killing with TRAIL present. PPC-1 cells + TRAIL, ATPLite viability luminescence. AID 1443. hit rate 0.41% among 220,000. cell killing (% activity), % at 4 µM;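 active = cell killing above 50% in the first pass at 4 µM, then a duplicate retest at 5 µM averaging 50% or more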;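 also: plate controls were cells with TRAIL plus DMSO for no effect and medium-only wells lacking cells for full effect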
TRPML3 ag: human mucolipin-3 channel agonism; Q8TDD5; HEK293 TRPML3-YFP, Fluo-8 calcium fluorescence; 100% = the carbachol control signal; activation, % at 3 µM; hit rate 0.29% among 220,000; AID 1448;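 active = activation above its plate's cutoff, the mean activation of the plate's test wells plus 3 SD, cut at about 12% in these data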;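 also: 0% = DMSO only wells and 100% = carbachol wells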
Target sequence (Q8TDD5 whole entry, looked up): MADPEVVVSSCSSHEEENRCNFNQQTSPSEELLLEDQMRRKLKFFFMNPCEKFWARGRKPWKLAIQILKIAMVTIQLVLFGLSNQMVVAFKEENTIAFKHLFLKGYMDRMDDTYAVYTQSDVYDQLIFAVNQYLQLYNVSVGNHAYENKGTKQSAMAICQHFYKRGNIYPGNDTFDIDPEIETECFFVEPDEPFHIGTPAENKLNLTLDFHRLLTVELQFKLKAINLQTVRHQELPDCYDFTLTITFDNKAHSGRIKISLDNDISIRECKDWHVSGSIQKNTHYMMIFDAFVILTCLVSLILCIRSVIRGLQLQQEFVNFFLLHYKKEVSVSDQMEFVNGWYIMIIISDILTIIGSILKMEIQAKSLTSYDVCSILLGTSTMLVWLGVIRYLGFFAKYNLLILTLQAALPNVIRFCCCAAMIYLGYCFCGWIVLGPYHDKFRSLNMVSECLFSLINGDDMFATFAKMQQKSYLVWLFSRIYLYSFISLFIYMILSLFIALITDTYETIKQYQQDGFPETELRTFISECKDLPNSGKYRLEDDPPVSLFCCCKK
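Test system – HEK293 line with stable expression of human TRPML3-YFP channel · Control set – carbachol 87 µM final as high control (100%), DMSO as low control (0%) · Signal – Fluo-8 calcium dye fluorescence, ex 470-495, em 515-575 nm · Incubation – 1-h 37 °C dye load, 5-s basal, 120-s post-compound reads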
Cl transport mod: modulates chloride dependent transport by human KCC2; Q9H2X9; B-score of Tl+ flux slope (higher = more flux/activation; lower = inhibition) at 10 µM; hit rate 2.2% among 190,000; KCC2 cells, thallium flux FluoZin-2 fluorescence;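 active = thallium flux slope and its plate-corrected score both differing from the plate sample mean at a set confidence after two filtering rounds, in either direction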;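 also: slope of fluorescence scaled to starting intensity during 10 to 20 s after thallium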
TbHK1 inh: blocks Trypanosoma brucei hexokinase 1 activity; recombinant TbHK1, G6PDH-coupled NADH A340; inhibition, % at 10 µM; AID 1430; hit rate 0.11% among 220,000;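 active = inhibition of 50% or more in the single-dose primary screen; inactive = inhibition below 50%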
zfTRPN1 agonist: activates the zebrafish TRPN1 channel | HEK293 zebrafish TRPN1-YFP, Fluo-8 calcium fluorescence; 100% = response to 87 µM carbachol | activation, % at 3 µM | hit rate 0.18% among 220,000 | AID 1424;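 active = activation above its plate's cutoff, the mean activation of test wells on that plate plus 3 SD, cut at about 19% in these data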;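 also: 0% = DMSO alone and 100% = 87 µM carbachol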
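Assay system: Zebrafish TRPN1-YFP in HEK293 cells | Incubation: Dye loading 1 h at 37 °C, then 30 min room temperature | Measured by: Kinetic Fluo-8 fluorescence, ex 470-495, em 515-575 nm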
EBV gp42 inh: EBV gp42 inhibition. hit rate 0.42% among 220,000. Q1HVG2. Fluorescence polarization binding assay, mP read-out. inhibition, % (tested at 21.74 µM); in the data active = inhibition above about 50%
Target sequence (Q1HVG2 whole entry, looked up): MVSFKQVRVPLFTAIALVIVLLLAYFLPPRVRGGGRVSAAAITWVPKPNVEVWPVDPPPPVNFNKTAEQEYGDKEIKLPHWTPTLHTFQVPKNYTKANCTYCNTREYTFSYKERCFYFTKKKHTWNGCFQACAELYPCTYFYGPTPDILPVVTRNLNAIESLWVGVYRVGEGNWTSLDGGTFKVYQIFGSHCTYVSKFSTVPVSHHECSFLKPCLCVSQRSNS
Furin inh: blocks human furin protease activity; P09958; purified furin, fluorogenic substrate cleavage; inhibition, % at 30 µM; hit rate 0.061% among 220,000; AID 463115; in the data active = inhibition above about 25%; also: inactives centre near -15
m-calpain inh: blocks pig calpain II enzyme activity; purified calpain II, fluorogenic peptide substrate, 30 min; inhibition, % at 16 µM; hit rate 0.37% among 220,000; AID 1236;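 active = inhibition above about 50%, limit read from the data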
Starred values were filed as active, the others as inactive; [ ] = remark or other dose.

Preview:
CCC(=O)Nc1ccc(OC)cc1OC was read as Thrombin inh -1, PPC-1+TRAIL kill 10, TRPML3 ag 0.9, TbHK1 inh 5, zfTRPN1 agonist 2.3, EBV gp42 inh -26, Furin inh -8[20 µM] and m-calpain inh 10.
Cc1ccc(CNC(=O)CN(C)S(=O)(=O)c2cccc3cccnc23)cc1 was read as Thrombin inh -7, PPC-1+TRAIL kill 14, TRPML3 ag 0.0, TbHK1 inh -12, zfTRPN1 agonist 1.5, EBV gp42 inh 9, Furin inh -4 and m-calpain inh -1.
For Clc1cccc(Cl)c1CSc1nnc([C@@H]2CCCN2)o1 the results were Thrombin inh 4, PPC-1+TRAIL kill 2, TRPML3 ag 0.6, Cl transport mod -0.48, TbHK1 inh -7, zfTRPN1 agonist 0.3, EBV gp42 inh -18, Furin inh -14 and m-calpain inh -1.

The list itself, repeating the preview:
CCC(=O)Nc1ccc(OC)cc1OC was read as Thrombin inh -1, PPC-1+TRAIL kill 10, TRPML3 ag 0.9, TbHK1 inh 5, zfTRPN1 agonist 2.3, EBV gp42 inh -26, Furin inh -8[20 µM] and m-calpain inh 10.
Cc1ccc(CNC(=O)CN(C)S(=O)(=O)c2cccc3cccnc23)cc1 was read as Thrombin inh -7, PPC-1+TRAIL kill 14, TRPML3 ag 0.0, TbHK1 inh -12, zfTRPN1 agonist 1.5, EBV gp42 inh 9, Furin inh -4 and m-calpain inh -1.
For Clc1cccc(Cl)c1CSc1nnc([C@@H]2CCCN2)o1 the results were Thrombin inh 4, PPC-1+TRAIL kill 2, TRPML3 ag 0.6, Cl transport mod -0.48, TbHK1 inh -7, zfTRPN1 agonist 0.3, EBV gp42 inh -18, Furin inh -14 and m-calpain inh -1.
Screening Cc1ccc(Cn2cccc2C2=NC(C)CO2)cc1 (stereo not drawn) returned Thrombin inh 5, PPC-1+TRAIL kill -3, TRPML3 ag -0.3, Cl transport mod 0.55, TbHK1 inh -4, zfTRPN1 agonist -1.3, EBV gp42 inh -14, Furin inh -16[20 µM] and m-calpain inh 7.
For COc1cc(CCC(=O)Nc2cccc(S(=O)(=O)N(C)C)c2)cc(OC)c1OC the results were Thrombin inh -5, PPC-1+TRAIL kill 28, TRPML3 ag 0.5, Cl transport mod -0.05, TbHK1 inh 31, zfTRPN1 agonist 0.6, EBV gp42 inh -15, Furin inh -10 and m-calpain inh 1.
CCN(CCCn1c(=S)[nH]c2ncccc2c1=O)c1ccccc1 was read as Thrombin inh -6, PPC-1+TRAIL kill 4, TRPML3 ag -0.4, Cl transport mod 78*, TbHK1 inh -5, zfTRPN1 agonist 0.4, EBV gp42 inh -12, Furin inh -18 and m-calpain inh 6.
Screening CC(C(=O)Nc1ccccc1)N(C)CCOc1ccc(Br)cc1 (stereo not drawn) returned Thrombin inh -3, PPC-1+TRAIL kill 11, TRPML3 ag 1.8, Cl transport mod -0.29, TbHK1 inh 0, zfTRPN1 agonist 0.2, EBV gp42 inh 4, Furin inh -12 and m-calpain inh 14.
`CC(C)Oc1ccc(Br)cc1/C=N\NC(N)=S` gave Thrombin inh -14, PPC-1+TRAIL kill 6, TRPML3 ag -1.6, Cl transport mod 0.62, TbHK1 inh -18, zfTRPN1 agonist -2.9, EBV gp42 inh -4, Furin inh -5 and m-calpain inh 8.
O=C(Nc1ccccc1)c1ccc(F)c(S(=O)(=O)N2CCOCC2)c1 was read as Thrombin inh -5, PPC-1+TRAIL kill 16, TRPML3 ag 2.2, Cl transport mod -0.57, TbHK1 inh -3, zfTRPN1 agonist 1.9, EBV gp42 inh -9, Furin inh -16 and m-calpain inh -30.
`COCCCNC(=O)CS(=O)(=O)Cc1nc(-c2cccc(OC)c2)oc1C` gave Thrombin inh 2, PPC-1+TRAIL kill 4, TRPML3 ag 0.2, TbHK1 inh -6, zfTRPN1 agonist -0.3, EBV gp42 inh -3, Furin inh -1 and m-calpain inh -2.
Screening Oc1ccccc1C(=S)N1CCCCCC1 returned Thrombin inh -7, PPC-1+TRAIL kill 36, TRPML3 ag 1.2, Cl transport mod 0.37, TbHK1 inh 2, zfTRPN1 agonist -0.2, EBV gp42 inh -4, Furin inh -12[20 µM] and m-calpain inh -6.
For Cc1cc(C(=O)N2CC(C)CC(C)C2)n(-c2ccccc2)n1 (stereo not drawn) the results were Thrombin inh -10, PPC-1+TRAIL kill 25, TRPML3 ag 0.6, Cl transport mod -0.19, TbHK1 inh -4, zfTRPN1 agonist 1.4, EBV gp42 inh 5, Furin inh -29 and m-calpain inh 10.
`C[C@H](NC(=O)c1nc[nH]c1C(=O)N[C@@H](C)C(=O)OC(C)(C)C)C(=O)OC(C)(C)C` gave Thrombin inh 2, PPC-1+TRAIL kill 15, Cl transport mod 0.38, TbHK1 inh -8, EBV gp42 inh -8, Furin inh -26 and m-calpain inh -11.
Screening O=C(Nc1ccccc1)N1CCCN(c2c(Cl)cncc2Cl)CC1 returned Thrombin inh -5, PPC-1+TRAIL kill 2, TRPML3 ag 0.6, Cl transport mod -0.27, TbHK1 inh 9, zfTRPN1 agonist -0.1, EBV gp42 inh -1, Furin inh -3 and m-calpain inh 0.
Screening Cc1cccc(N2CCN(Cc3nc(-c4cccc(Cl)c4)oc3C)CC2)n1 returned Thrombin inh -7, TRPML3 ag -0.7, Cl transport mod 0.59, TbHK1 inh -18, zfTRPN1 agonist -2.8, EBV gp42 inh -14, Furin inh -30 and m-calpain inh -20.
`OC(C#Cc1ccccn1)c1cccs1` (stereo not drawn) gave Thrombin inh -2, PPC-1+TRAIL kill 14, TRPML3 ag 0.3, Cl transport mod 0.37, TbHK1 inh 6, zfTRPN1 agonist 0.1, EBV gp42 inh 1, Furin inh -2 and m-calpain inh -3.
For COc1ccc(CN(CC2CCCO2)C(=O)c2cc3ccccc3oc2=O)cc1 (stereo not drawn) the results were Thrombin inh 1, PPC-1+TRAIL kill 4, TRPML3 ag 0.3, Cl transport mod 0.018, TbHK1 inh -13, zfTRPN1 agonist 0.9, EBV gp42 inh -6, Furin inh -26 and m-calpain inh 9.
For N/C(=N\O)c1ccccc1-n1cccc1 the results were Thrombin inh -2, PPC-1+TRAIL kill 1, TRPML3 ag 0.8, Cl transport mod 0.57, TbHK1 inh 0, zfTRPN1 agonist 0.8, EBV gp42 inh 3, Furin inh -28 and m-calpain inh -1.
CC(=O)c1cccc(NC(=O)C2CCCN(S(=O)(=O)c3ccc(F)cc3)C2)c1 (stereo not drawn) was read as Thrombin inh 5, PPC-1+TRAIL kill 4, TRPML3 ag 0.1, Cl transport mod -0.23, TbHK1 inh 8, zfTRPN1 agonist 9.7, EBV gp42 inh 0, Furin inh 5[20 µM] and m-calpain inh -20.
Screening CCC(=O)N1c2ccccc2-c2nnc(SC)nc2OC1c1ccc(N(C)C)cc1 (stereo not drawn) returned Thrombin inh -1, PPC-1+TRAIL kill 9, TRPML3 ag 0.2, Cl transport mod 0.024, TbHK1 inh -10, zfTRPN1 agonist 1.3, EBV gp42 inh 6, Furin inh -12 and m-calpain inh -13.
For COc1ccc(CN(Cc2cc3cc4c(cc3[nH]c2=O)OCO4)C(=O)NC2CCCCC2)cc1 the results were Thrombin inh -4, PPC-1+TRAIL kill 0, TRPML3 ag 0.4, Cl transport mod -0.31, TbHK1 inh -17, zfTRPN1 agonist 0.6, EBV gp42 inh 2, Furin inh 14[20 µM] and m-calpain inh -123.
Screening COc1ccc(NC(=O)Nc2nc3ccccc3s2)cc1 returned Thrombin inh 1, PPC-1+TRAIL kill -8, TRPML3 ag 2.1, Cl transport mod -0.029, TbHK1 inh -7, zfTRPN1 agonist 3.6, EBV gp42 inh 4, Furin inh -14 and m-calpain inh -5.
`COc1cc(/C=C/C(=O)O)cc(S(=O)(=O)Nc2cccc(SC)c2)c1OC` gave Thrombin inh -5, PPC-1+TRAIL kill 23, TRPML3 ag 0.7, Cl transport mod 0.85, TbHK1 inh -1, zfTRPN1 agonist 2.3, EBV gp42 inh -6, Furin inh -4 and m-calpain inh -5.
Screening C#CCOCCOCCOCCNc1nc(N2CCN(C(=O)[C@H]([C@@H](C)CC)n3cc([C@@H](N)CO)nn3)CC2)nc(N2CCN(C(=O)[C@H](Cc3cc4ccccc4[nH]3)n3cc([C@@H](N)C(C)CC)nn3)CC2)n1 (stereo partly drawn) returned Thrombin inh -5, PPC-1+TRAIL kill 10, TRPML3 ag 0.3, Cl transport mod 0.38, TbHK1 inh 8, zfTRPN1 agonist 1.1, EBV gp42 inh -1, Furin inh -26 and m-calpain inh -20.
`COC(=O)c1c(C)oc2ccc(NS(=O)(=O)c3cc(OC)ccc3OC)cc12` gave Thrombin inh 3, PPC-1+TRAIL kill 18, TRPML3 ag 0.3, Cl transport mod 0.54, TbHK1 inh 3, zfTRPN1 agonist 0.9, EBV gp42 inh -3, Furin inh -6[20 µM] and m-calpain inh -33.
`CCOc1cc2c(C#N)c(N3CCOCC3)nc(N)c2c(N)n1` gave Thrombin inh 2, PPC-1+TRAIL kill 2, EBV gp42 inh -8 and m-calpain inh inactive.
CCN(CC)S(=O)(=O)c1cccc(-c2nnc(SCC(=O)NC3CCCCCCC3)n2N)c1 was read as Thrombin inh 1, PPC-1+TRAIL kill 0, TRPML3 ag 0.1, Cl transport mod -0.65, TbHK1 inh -1, zfTRPN1 agonist 0.8, EBV gp42 inh 1, Furin inh -6[20 µM] and m-calpain inh 19.
CC(C)(C)OC(=O)N/N=C\c1ccc(OC(=O)c2cccs2)cc1 was read as Thrombin inh -5, PPC-1+TRAIL kill 34, TRPML3 ag 0.1, Cl transport mod -0.64, TbHK1 inh 25, zfTRPN1 agonist -1.4, EBV gp42 inh -6, Furin inh -19 and m-calpain inh 18.
Screening O=C(CCCN1C(=O)/C(=C\c2ccccc2)SC1=S)Nc1ccccc1O returned Thrombin inh -7, PPC-1+TRAIL kill -7, TRPML3 ag 0.1, Cl transport mod 0.28, TbHK1 inh -20, zfTRPN1 agonist -1.1, EBV gp42 inh -5, Furin inh -18 and m-calpain inh 3.
COC(=O)c1ccc(N=NN2CCCCCC2)cc1 was read as Thrombin inh -12, PPC-1+TRAIL kill -1, TRPML3 ag 0.1, Cl transport mod -0.049, TbHK1 inh -22, zfTRPN1 agonist -1.1, EBV gp42 inh -8, Furin inh 1 and m-calpain inh 31.
For Cc1cc(F)ccc1S(=O)(=O)N1CCCOC1CNC(=O)C(=O)NCCc1c[nH]c2ccccc12 (stereo not drawn) the results were Thrombin inh 2, PPC-1+TRAIL kill 12, TRPML3 ag 3.0, Cl transport mod -0.049, TbHK1 inh 2, zfTRPN1 agonist 5.8, EBV gp42 inh -11, Furin inh -17 and m-calpain inh -6.
